VIM-2 inh: blocks Pseudomonas aeruginosa VIM-2 metallo-beta-lactamase | actives 0.89% (n = 290,000) | purified VIM-2, nitrocefin hydrolysis, epi-absorbance fluorescence | inhibition, % at 5.6 µM | AID 1527;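 active = inhibition above the mean of all tested compounds plus 3 SD, cutoff set per screening run, cut at about 7.5% in these data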;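 also: red hydrolysis product quenches plate fluorescence so inhibitors raise well fluorescence; 0% = enzyme with DMSO and 100% = DMSO without enzyme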
NS3 helicase inh: blocks Hepatitis C virus NS3 helicase unwinding; AID 1800; NS3 helicase DNA unwinding, Cy5 molecular beacon fluorescence; inhibition, % at 10.9 µM; actives 0.56% (n = 290,000);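 active = inhibition above the mean of all tested compounds plus 3 SD, set per campaign, cut at about 35% in these data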;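 also: 0% = DMSO wells and 100% = thioflavine S control wells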
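test system = hepatitis C virus NS3 helicase domain fragment enzyme | reagent = annealed dual-labelled DNA beacon duplex, ATP-started | times = 1 h at 25 °C | detection = Cy5 fluorescence, 0 and 60 min reads | read-out basis = percent inhibition from t60/t0 fluorescence ratio | control set = DMSO and thioflavine S | replication = one well per compound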
DNA FID counter: fluorescent intercalator displacement, NS3 helicase counter-screen; DNA fluorescent intercalator displacement, fluorescence; inhibition, % at 7.9 µM; AID 1845; actives 0.17% (n = 290,000); in the data active = inhibition above about 37%;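 also: 0% = vehicle and 100% = reference compound; higher means more ethidium bromide displaced from hairpin DNA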
GalR3 antagonist: antagonists of human GalR3 | HEK293 GalR3-CNG cAMP membrane potential fluorescence; galR3 body fused to GalR1 C-terminus | inhibition, % at 3 µM | actives 0.44% (n = 360,000) | AID 651719;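 active = inhibition above the screen-wide average plus 3 SD, cut at about 13% in these data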;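 also: forskolin and galanin both at EC90 stimulate the cells; cAMP rise reported by CNG channel membrane potential dye signal; 0% = forskolin plus galanin with DMSO and 100% = forskolin alone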
Target sequence (O60755 1-299 limits assumed): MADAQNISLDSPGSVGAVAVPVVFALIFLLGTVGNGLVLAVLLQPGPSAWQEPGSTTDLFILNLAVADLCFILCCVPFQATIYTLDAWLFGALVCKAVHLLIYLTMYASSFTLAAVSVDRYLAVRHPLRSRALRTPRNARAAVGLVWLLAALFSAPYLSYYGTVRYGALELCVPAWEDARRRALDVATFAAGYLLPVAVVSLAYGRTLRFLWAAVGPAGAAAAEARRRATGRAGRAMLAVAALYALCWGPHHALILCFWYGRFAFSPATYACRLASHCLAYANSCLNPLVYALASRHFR
GPR7 antagonist: antagonists of human GPR7 (neuropeptides B/W receptor 1) | GPR7-expressing cells, fluorescence antagonist assay | AID 1861 | P48145 | actives 1.1% (n = 290,000) | inhibition, % at 4.4 µM; in the data active = inhibition above about 16%, passing the limit was not always enough;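 also: cells stimulated with the agonist NPW; 0% = agonist with vehicle and 100% = vehicle without agonist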
OXTR agonist: agonists of human oxytocin receptor. P30559. CHO-OTR cells, Fluo-8 calcium fluorescence; normalized: DMSO 0%, oxytocin 100%. activation, % at 3 µM. actives 0.32% (n = 320,000). AID 2435;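 active = activation above the mean of all tested compounds plus 3 SD, cutoff set per screening run, cut at about 20% in these data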;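 also: peak over basal fluorescence ratio from a 100 s FLIPR kinetic read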
Target sequence (P30559 whole entry, looked up): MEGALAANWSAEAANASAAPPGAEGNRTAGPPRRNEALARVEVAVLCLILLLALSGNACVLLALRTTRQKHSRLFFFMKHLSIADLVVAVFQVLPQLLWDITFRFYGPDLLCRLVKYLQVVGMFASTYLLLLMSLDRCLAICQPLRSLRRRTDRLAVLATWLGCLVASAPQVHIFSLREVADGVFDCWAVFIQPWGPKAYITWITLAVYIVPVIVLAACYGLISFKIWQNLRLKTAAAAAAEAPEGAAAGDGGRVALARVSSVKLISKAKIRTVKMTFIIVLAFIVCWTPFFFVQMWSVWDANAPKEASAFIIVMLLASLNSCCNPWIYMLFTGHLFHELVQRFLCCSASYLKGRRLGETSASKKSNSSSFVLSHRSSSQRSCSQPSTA
PHOSPHO1 block: blocks human PHOSPHO1 phosphatase activity; Q8TCT1; inhibition, % at 13.3 µM; AID 1565; actives 1.1% (n = 290,000); recombinant PHOSPHO1, absorbance phosphatase assay; in the data active = inhibition above about 60%
V1aR counter: V1a receptor agonism, counter-screen for OXTR agonists. CHO-V1R cells, Fluo-8 calcium fluorescence, agonist mode; 0% DMSO, 100% 3 nM vasopressin. activation, % at 3 µM. actives 0.25% (n = 320,000). AID 2797. P37288;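 active = activation above the mean activation of all tested compounds plus 3 SD, per screening run, cut at about 20% in these data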;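 also: signal is peak over basal fluorescence ratio across a 100 second FLIPR read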
Target sequence (P37288 whole entry, looked up): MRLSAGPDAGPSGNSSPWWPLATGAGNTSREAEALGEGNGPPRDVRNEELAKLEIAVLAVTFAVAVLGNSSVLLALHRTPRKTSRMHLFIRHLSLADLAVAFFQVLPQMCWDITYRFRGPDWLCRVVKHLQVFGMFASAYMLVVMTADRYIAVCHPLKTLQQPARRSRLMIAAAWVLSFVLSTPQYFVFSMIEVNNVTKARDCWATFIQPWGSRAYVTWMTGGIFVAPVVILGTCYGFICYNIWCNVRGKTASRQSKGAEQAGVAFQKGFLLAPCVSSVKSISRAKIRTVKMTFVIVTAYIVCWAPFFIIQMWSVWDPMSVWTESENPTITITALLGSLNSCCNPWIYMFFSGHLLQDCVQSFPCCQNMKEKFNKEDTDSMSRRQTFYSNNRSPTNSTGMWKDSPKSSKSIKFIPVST
IMP-1 inh: inhibitors of Pseudomonas aeruginosa IMP-1 metallo-beta-lactamase; purified IMP-1, nitrocefin hydrolysis, epi-absorbance fluorescence; inhibition, % at 5.6 µM; actives 0.45% (n = 290,000);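 active = inhibition above the mean plus 3 SD of all compounds in the same screening run, cut at about 4.5% in these data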;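 also: 0% = IMP-1 with DMSO and 100% = DMSO wells lacking enzyme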
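System – purified recombinant IMP-1 beta-lactamase · Input – IMP-1 dispensed at 0.2 nM · Timing – 15 min preincubation plus 25 min reaction at 25 °C · Signal – Epi-absorbance fluorescence, 480 nm excitation, 530 nm emission · Measure – percent IMP-1 inhibition derived from blank-referenced optical density · Controls – Enzyme-plus-DMSO low control, enzyme-free DMSO high control · Replication – singlicate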
Active calls of the source: *; . = no result given. Hits appear at their usual frequency, and some 4.3% of all compounds hit somewhere here.

SMILES	VIM-2 inh	NS3 helicase inh	DNA FID counter	GalR3 antagonist	GPR7 antagonist	OXTR agonist	PHOSPHO1 block	V1aR counter	IMP-1 inh
NC(=O)C1CCN(c2nnnn2-c2ccccc2)CC1	-1.1	-3	-1	8	-13	1.4	-12	1.2	-3.2
COC(=O)/C(=C\C(=O)c1ccccc1)Nc1ccc(OC)cc1	1.2	4	-12	-2	-4	0.5	-1	-0.6	-2.8
O=C(/C=C/c1ccc(OCCCF)cc1)NCc1ccc(Cl)cc1	-2.7	-6	-15	-6	6	-1.5	35	0.8	-3.0
CC(O)C1CCC2C3CC[C@H]4CC(O)CCC4(C)C3CC3(OCCO3)C12C (stereo partly specified)	-4.1	-3	-37	1	0	0.0	-3	0.1	-3.3
O=C(NC(=S)NC1CCCc2ccccc21)c1ccco1 (stereo unspecified)	-1.5	4	-5	-5	-2	0.3	19	0.9	-0.6
CC(C)CNC(=O)CCc1c[nH]c2ccccc12	-1.2	10	3	-4	5	-0.4	42	-0.1	-1.9
Cc1cnccc1CN(C)Cc1cn(C)nc1-c1cccc(Cl)c1	-1.8	-3	-10	-1	5	-1.6	31	-0.5	-2.9
O=C(c1ccncc1)N1N=C2CCCCCC2C1(O)C(F)(F)F (stereo unspecified)	-7.1	-4	-6	-4	-9	0.0	32	-0.1	-3.6
O=C(O)CSc1nnc2n(-c3ccccc3)c(=O)c3ccccc3n12	-2.8	3	-5	-9	-3	0.3	27	1.1	-1.7
CC1CCCCC1NC(=O)C1CCN(S(=O)(=O)c2cccc3nsnc23)CC1 (stereo unspecified)	-3.7	1	-1	-2	8	0.1	8	1.0	-5.9
CN(C)c1cccc(C(=O)NCc2ccccc2Cl)c1	-3.2	8	-3	-3	-10	-0.8	20	-0.3	-3.3
O=C(Oc1cccc2c(O)cccc12)c1ccccc1	-0.4	13	-2	5	-3	2.1	1	1.9	-1.5
COc1ccc(Cl)cc1NC(=O)CN(C)CC(=O)Nc1ccccc1-c1ccccc1	-1.7	-10	-29	-7	3	-1.9	32	-0.6	-0.2
COC(=O)/C(=C/Nc1ccccc1)[N+](=O)[O-]	-0.6	-3	-2	0	-2	-0.4	3	0.5	-2.5
O=S(=O)(Nc1ccc(S(=O)(=O)Nc2nccs2)cc1)c1ccc(Br)cc1	-2.0	-3	-1	-1	4	-0.5	8	0.4	-4.2
CCCCCCOC(=O)C[N+](C)(C)CCOC1CC2CCC1(C)C2(C)C (stereo unspecified)	-2.8	-61	23	3	32*	0.5	-30	-0.8	-3.2
Cc1ccc(NC(=O)C(=O)NNC(=O)c2ccccc2C)cc1Cl	-2.4	4	-5	-7	-8	2.8	-18	3.7	-3.0
CCc1ccc(NC(=O)CCn2c(=O)c3cccn3c3ccccc32)cc1	-1.0	-7	-28	-1	-4	-1.1	28	1.5	-2.3
CCOc1ccc(CCNC(=O)c2nnn(CC(=O)Nc3ccccc3C)c2N)cc1OCC	-3.3	2	-41	-7	-1	14	38	-0.4	-2.2
Cc1ccc(S(=O)(=O)NCCn2cnc([N+](=O)[O-])n2)cc1	-2.6	11	-6	-8	-16	0.7	27	0.2	-2.3
CCCC(=O)Nc1ccc(NC(=O)c2ccco2)c(OC)c1	-3.3	3	-3	-7	-12	1.5	14	1.0	-0.9
CCOc1ccc2oc(C(=O)OC(C(=O)NC(N)=O)C(C)C)c(C)c2c1 (stereo unspecified)	-2.3	-11	-29	-4	-14	-0.8	-3	-0.4	-3.1
O=C(CCCOc1ccccc1)NCCc1ccccc1	-0.4	13	-11	-3	4	-0.7	28	-0.6	1.1
CCN(CC(=O)NCc1ccc(Cl)cc1)C(=O)c1ccc(S(=O)(=O)NCc2ccco2)cc1	-2.2	6	-37	3	-10	1.0	23	1.5	-5.8
COc1cc(/C=N/NC(=O)c2ccc(Cl)c(S(N)(=O)=O)c2)ccc1OCC(N)=O	-4.0	2	-11	-3	-11	0.2	42	0.6	-4.7
CCOc1ccc(NC(=O)N2CCC(c3nc4ccccc4[nH]3)CC2)cc1	-2.1	-2	-5	-5	-19	-0.9	-27	0.1	-2.7
N#CC(C(=O)c1ccco1)c1ccccn1 (stereo unspecified)	-1.1	5	-7	-2	-4	0.3	-17	-0.1	-4.0
C=CCOc1ccccc1CN1CCC(Oc2cc(C(=O)NC3CC3)ccc2OC)CC1	-3.6	-2	16	-5	-12	.	17	.	-3.8
Cc1ccc(S(=O)(=O)N2CCOCC2)cc1C(=O)OCC(=O)NC1CCS(=O)(=O)C1 (stereo unspecified)	-1.9	2	-7	2	1	0.9	3	0.2	-3.1
O=C(O)C1CCCCC1C(=O)Nc1ccc(Cl)cc1Cl (stereo unspecified)	-3.4	3	-5	-3	-12	-1.2	25	-1.1	-2.9
CN1CCOc2ccc(S(=O)(=O)NCCc3ccc(Cl)cc3)cc21	-1.0	-14	-17	8	11	-0.2	18	-0.6	-0.2
Nc1c(Cl)cc(Cl)cc1C(=O)OCC(=O)N1CCCC1	-3.3	-4	-8	-4	-5	-0.2	-2	-0.2	-1.9
CCOC(=O)NC1(NCc2ccccc2)Oc2ccccc2O1	-2.1	21	-2	1	-11	-0.8	-19	-0.1	-4.1
COC(=O)c1ccc(S(N)(=O)=O)o1	-5.0	11	-7	-2	-1	-0.8	-17	0.1	-4.9
COc1ccc(N(CC(=O)N/N=C/c2ccccc2F)S(=O)(=O)c2ccccc2)cc1	-0.8	-3	-21	-11	-6	-2.0	-6	0.3	-2.5
CCCNC(=O)Cn1cnc2sc(C(=O)NCCN(CC)CC)c(C)c2c1=O	-3.1	-11	1	-1	9	0.5	44	1.7	-1.5
CCc1ccc(OC(=O)/C=C/c2ccco2)cc1	-0.3	2	-15	-9	12	-0.6	19	0.9	-2.6
CCOC(=O)c1cc(-c2cc3ccccc3o2)nc2c1c(=O)[nH]c(=O)n2CCOC	-0.6	5	-3	0	-5	0.3	-4	1.0	-4.1
O=[N+]([O-])c1cc(S(=O)(=O)N2CCCC2)ccc1NCCc1ccccc1	-3.4	1	-2	0	-4	0.3	3	0.6	-0.6
CCC(=O)c1coc2ccc(O)cc12	-3.0	5	1	-3	-10	0.6	.	-0.9	-2.0
Cc1ccccc1NC(=O)CSc1nnc(-c2ccoc2C)n1CCc1ccccc1	0.6	-7	-47	-3	16	-1.9	48	1.9	0.6
CC(C)(C)n1nnnc1C(c1cccnc1)N1CCN(c2ccccc2)CC1 (stereo unspecified)	-3.0	-6	-15	-1	1	-0.6	18	-0.9	-3.5
CCc1ccc(NC2CC(=O)N(CCc3ccc(OC)c(OC)c3)C2=O)cc1 (stereo unspecified)	0.2	9	-21	1	-5	-1.1	-26	0.4	-3.0
O=C(C1COc2ccccc2O1)N1CCN(Cc2ccccc2)CC1 (stereo unspecified)	-1.7	5	-19	-7	0	-1.2	8	1.2	0.5
Cc1ccc(NC(=O)COC(=O)Cn2cnc3ccccc32)cc1S(=O)(=O)N(C)C	-2.4	0	-8	-5	-5	-1.0	17	1.2	-0.6
O=C(Nc1nc(-c2ccc(Cl)s2)cs1)c1ccncc1	-2.5	2	-3	-10	-6	10	14	7.2	-5.1
COc1ccc(CCNS(=O)(=O)c2ccc3c(c2)CCN3C(=O)C2CC2)cc1OC	2.3	1	-22	-2	2	5.6	-14	5.4	-0.9
Cc1ccc(C)c(NC(=O)C2CCCN(S(=O)(=O)c3c(C)nn(C)c3C)C2)c1 (stereo unspecified)	-2.6	6	-32	-7	17	1.6	10	3.2	-5.5
CCCCn1c(N)c(N(CC(C)C)C(=O)C2CCN(C(=O)c3ccc(F)cc3)CC2)c(=O)[nH]c1=O	-3.7	15	-12	-2	-6	-0.3	17	0.2	-1.1
COC(=O)c1ccc(Nc2nc(C)cc(=O)[nH]2)cc1	-1.0	-1	-6	-2	-15	0.3	1	2.0	-2.6
Cc1c(C(=O)N(C)CCC#N)oc2ccc(S(=O)(=O)N3CCOCC3)cc12	-3.2	4	-5	-6	-9	1.5	18	1.6	-0.5
Cc1ccc(S(=O)(=O)N2CCN(CC(=O)N/N=C/C=C/c3ccccc3)CC2)cc1	-3.8	-12	-32	-1	-4	3.6	-12	2.1	-3.7
Cc1ccc(C(=O)C2=C(O)C(=O)N(Cc3ccccc3)C2c2cccnc2)o1 (stereo unspecified)	0.8	-1	-15	.	-20	-0.9	-7	-0.3	-2.0
CCCCCC(=O)NNC(=S)NC(=O)c1cccc([N+](=O)[O-])c1	-6.5	6	5	0	-3	0.1	24	0.7	-5.1
O=C(Cc1ccc(S(=O)(=O)N2CCCCC2)s1)Nc1ccc(F)cc1F	0.4	2	-15	-12	35*	-0.9	0	0.6	2.7
Cc1cccc(OCc2nnc(SCC(=O)Nc3ncc(C)s3)o2)c1	-2.8	-1	-24	2	-7	2.7	20	1.8	-2.0
Cc1ccc2nc(SCc3nnc(-c4ccccc4)o3)[nH]c2c1	-3.7	-5	-10	-3	-12	-2.3	20	-0.4	-2.8
O=C(c1ccccc1)C1CN(c2ccccc2)CC1c1ccc(Cl)cc1 (stereo unspecified)	-4.8	4	-4	0	3	0.0	6	0.6	-2.1
O=C1Nc2ccccc2S/C1=C/NCc1ccccc1Cl	-1.5	6	7	-5	-5	-1.1	-103	0.0	-3.3
O=C(CCC(=O)N1CCN(c2ccc(F)cc2)CC1)c1ccc(Cl)cc1	-0.5	-4	-41	-8	-4	-0.4	38	7.3	-1.7

Other compounds
SMILES	VIM-2 inh	NS3 helicase inh	DNA FID counter	GalR3 antagonist	GPR7 antagonist	OXTR agonist	PHOSPHO1 block	V1aR counter	IMP-1 inh
Cc1cnc2cc([N+](=O)[O-])ccc2n1	-1.9	-2	-1	-4	-3	-0.6	9	1.5	-3.8
COc1ccc(C2CC(c3ccccc3)=NN2C(=O)COC(=O)COc2ccccc2)cc1 (stereo unspecified)	-2.1	-18	-18	2	-8	-0.2	25	-0.3	-0.7
COc1ccc(C(=O)/C=C/c2cn(CC(O)CN3CCN(C)CC3)c3ccccc23)cc1OC (stereo unspecified)	-0.8	-45	13	-1	-19	1.5	29	0.9	-1.6
CC(C)CC(NC(N)=O)C(=O)OCC(=O)Nc1ccc(OC(F)F)cc1 (stereo unspecified)	-0.3	-3	-5	-3	-16	0.6	58	0.2	-1.0

Another view of 3 compounds above.
COc1ccc(C2CC(c3ccccc3)=NN2C(=O)COC(=O)COc2ccccc2)cc1 (stereo unspecified)
  VIM-2 inh = -2.1
  NS3 helicase inh = -18
  DNA FID counter = -18
  GalR3 antagonist = 2
  GPR7 antagonist = -8
  OXTR agonist = -0.2
  PHOSPHO1 block = 25
  V1aR counter = -0.3
  IMP-1 inh = -0.7
Cc1cnc2cc([N+](=O)[O-])ccc2n1
  VIM-2 inh = -1.9
  NS3 helicase inh = -2
  DNA FID counter = -1
  GalR3 antagonist = -4
  GPR7 antagonist = -3
  OXTR agonist = -0.6
  PHOSPHO1 block = 9
  V1aR counter = 1.5
  IMP-1 inh = -3.8
COc1ccc(C(=O)/C=C/c2cn(CC(O)CN3CCN(C)CC3)c3ccccc23)cc1OC (stereo unspecified)
  VIM-2 inh = -0.8
  NS3 helicase inh = -45
  DNA FID counter = 13
  GalR3 antagonist = -1
  GPR7 antagonist = -19
  OXTR agonist = 1.5
  PHOSPHO1 block = 29
  V1aR counter = 0.9
  IMP-1 inh = -1.6
